High-throughput results (PubChem)
Pf Dd2 growth – Plasmodium falciparum Dd2 growth inhibition. AID 1347417. P. falciparum Dd2 growth, SYBR Green, 72 h. hit rate 4.3% among 120,000. Potency, µM (top dose mostly 28.9 µM), inactives show at the highest dose activity, negative = inhibition, most hits filed as inhibitors; active means well fitted inhibition curve with a large enough effect; inconclusive means small, poorly fitted or top-dose-only effect; inactive means no such curve, though single readings can be large or run the other way;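 further: plate controls were DMSO vehicle for no effect and reference drug for full effect; nearly all actives have a fitted effect of over 65% in size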
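Readout: SYBR Green fluorescence, 485 nm excitation, 535 nm emission, after ~16 h lysis at 37C. Before that, Dd2-infected red cells (2.5% hematocrit) grew 72 h with compound, 29 uM top final concentration.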
Active calls of the source: *; i = inactive; ? = inconclusive; [ ] = another dose, or the depositor's remark. Potency means the concentration at half of the fitted maximal effect. Only part of the results is shown; count on the stated rates, not on these rows.

SMILES | Pf Dd2 growth
CCCN(CC1CC1)C(=O)C1CCc2ncc(-c3ccc(F)cc3)n2C1 (stereo not drawn) | i
CCn1cc(C2N3CC4(CC)CN2CC(CC)(C3)C4=O)c2ccccc21 (stereo not drawn) | -1%
CCN(CCn1cccn1)C(=O)c1ccc2nc(-c3ccc(F)cc3)cn2c1 | 4%
CCN(CC)S(=O)(=O)c1ccc2c(c1)c(=O)c(C(=O)N1CCN(c3ccccc3OC)CC1)cn2C | -27%
COCCN(CC1CCCO1)c1nc(CCN)nc2ccccc12 (stereo not drawn) | ?
COc1ccccc1-c1cc([C@H]2CN3CC[C@H]2C[C@@H]3COC(=O)NC(C)C)nc(C)n1 | -12%[44.1 µM]
Cc1ccc(C(=O)Nc2ccc3c(N4CCOCC4)ncnc3c2)cc1F | -19%
Cc1ccc(NC(=O)c2oc3ccccc3c2NC(=O)C2CCCCC2)cc1 | ?
COc1cccc(-c2nc(C3CC(=O)N(c4ccc(F)cc4)C3)no2)c1 (stereo not drawn) | 31%[activator]
Cc1cc(C)c(NC(=O)CSc2ccnc(=O)[nH]2)c(C)c1 | 31%[activator]
CCOC(=O)c1cc(-c2ccc(C)cc2)n(CC(=O)NC2CCCCCC2)c1C | -7%
COc1ccc(OC)c(-c2cc(-c3ccccc3)nc3c(C)noc23)c1 | i
COc1ccc(NCc2cc3cc4c(cc3n(CC(=O)Nc3cc(C)ccc3C)c2=O)OCCO4)cc1 | ?
Cc1cc(C)n2nc(CNS(=O)(=O)c3ccc(F)cc3)nc2n1 | -25%
O=C(NCC1CC1)c1nc2c(o1)CCN(Cc1ccc(F)cc1F)CC2 | -11%[44.1 µM]

Continued, overlapping the part above by four compounds.
SMILES | Pf Dd2 growth
COc1ccc(OC)c(-c2cc(-c3ccccc3)nc3c(C)noc23)c1 | i
COc1ccc(NCc2cc3cc4c(cc3n(CC(=O)Nc3cc(C)ccc3C)c2=O)OCCO4)cc1 | ?
Cc1cc(C)n2nc(CNS(=O)(=O)c3ccc(F)cc3)nc2n1 | -25%
O=C(NCC1CC1)c1nc2c(o1)CCN(Cc1ccc(F)cc1F)CC2 | -11%[44.1 µM]
CC1(CNCc2ccccc2)COc2ccc(C(=O)NCc3ccncc3)cc2N1 (stereo not drawn) | ?
Cc1cccc(-c2nc3scc(CCNS(=O)(=O)c4ccc(F)cc4C)n3n2)c1 | -1%
COc1ccc(C(=O)N2CCCCCCNC(=O)[C@@H]3C[C@@H](c4nc(-c5cccnc5)no4)C[C@@H]32)cn1 | ?
COc1cccc(CNC(=O)c2sc3nc[nH]c(=O)c3c2C)c1 | i
COc1ccc(NC(=O)CCNS(=O)(=O)c2ccc3c(c2)CCCC(=O)N3)cc1Cl | 59%[activator]
O=C(Cn1c2c(c(=O)n1Cc1ccccc1)CCN(Cc1ccccc1)C2)Nc1ccncn1 | 0%
Cc1ccc(NC(=O)CN2C(=O)CC(c3ccc(C)c(C)c3)=Nc3ccccc32)cc1 | ?
Cc1cc2ncc(C(=O)NCCc3ccccc3F)cn2n1 | -3%[44.1 µM]
COc1cc(OC)c(Nc2ncnc3onc(-c4cccc(Cl)c4)c23)cc1Cl | 19%
CS(=O)(=O)c1ncc(Cl)c(C(=O)Nc2c(C(=O)c3ccc(Cl)cc3)oc3ccccc23)n1 | 40%[activator]
Cc1cc2cc(-c3c(C)noc3C)nc(-c3ccsc3)c2o1 | ?
Cc1c(F)cccc1NC(=O)C1CN(S(=O)(=O)C2CC2)CC12CCCCC2 (stereo not drawn) | ?
O=C(NCc1ccc2c(c1)OCO2)[C@H]1CN2CCC1C[C@@H]2Cn1cc(-c2cccc(O)c2)nn1 (stereo partly drawn) | -3%
CCC(=O)N(C1CCOCC1)C1CCN(Cc2cccc(Cl)c2)CC1 | ?
Cc1ccncc1NC(=O)CC1=C2CCCCC2N(C)C1=O (stereo not drawn) | 0%

4 compounds drawn at random from those above, as already listed:
SMILES | Pf Dd2 growth
COCCN(CC1CCCO1)c1nc(CCN)nc2ccccc12 (stereo not drawn) | ?
O=C(Cn1c2c(c(=O)n1Cc1ccccc1)CCN(Cc1ccccc1)C2)Nc1ccncn1 | 0%
O=C(NCC1CC1)c1nc2c(o1)CCN(Cc1ccc(F)cc1F)CC2 | -11%[44.1 µM]
COc1cccc(-c2nc(C3CC(=O)N(c4ccc(F)cc4)C3)no2)c1 (stereo not drawn) | 31%[activator]

Following part
SMILES | Pf Dd2 growth
CCCCN(C)c1ncnc2c1cnn2-c1cccc(Cl)c1 | -19%
O=c1c(S(=O)(=O)c2ccccc2)cn(Cc2cccc(F)c2)c2cc(N3CCOCC3)c(F)cc12 | ?
CC(C)(C)C(=O)Nc1ccc(Cl)c(-c2nc3ccccc3[nH]2)c1 | -9%
O=C(CCc1nc(-c2cccnc2)no1)NCc1cc2n(n1)CCCNC2 | 15%
COc1ccc(-c2cnc3n[nH]c(-c4ccc5c(c4)OCO5)c3n2)cc1 | ?
Cn1ncc2c(C(=O)NCc3ccc(F)cc3)cc(-c3ccc(Cl)nc3)nc21 | ?
CCCNC(=O)N1CCC(N2CC(OCCOC)C23CCCCC3)CC1 (stereo not drawn) | ?
CCCNC(=O)NC[C@H]1O[C@@H]2C[C@@H](CC(=O)N3CCC(F)(F)C3)O[C@@H]2[C@@H]1O | 0%[44.1 µM]
Cc1cccc([C@H]2C[C@@H](O)[C@@H](O)[C@@H]2NC(=O)c2ccccc2)c1 | -7%[44.1 µM]
CN(C)CC1(O)CCC2(CCN(C(=O)CCc3nc(-c4ccccc4)no3)CC2)CC1 | ?
Cn1ccc(NC(=O)C2(C)CCc3cnc(Nc4ccccc4)nc32)n1 (stereo not drawn) | i
COc1cccc(NC(=O)C2N(C(C)C)C(=O)C23CCCC3)c1 (stereo not drawn) | 12%
Cc1ccc(-c2cc(N3CCCN(C(=O)Cc4cccs4)CC3)n[nH]2)cc1C | i
COc1ccc(-n2nc(C(=O)N3CCN(c4cccc(C)c4)C(C)C3)c3c4ccccc4n(C)c3c2=O)cc1Cl (stereo not drawn) | ?
Cc1ccc(NC(=O)Cn2ccn(-c3ccccc3)c(=O)c2=O)cc1 | 55%[activator]
COc1cccc(CN2C(=O)CCCCC2C(=O)NCCc2nc3ccccc3n2C)c1 (stereo not drawn) | ?
O=C(Nc1ccccc1)N1C[C@@H]2C[C@H](C1)c1ccc(C3CCCCC3)c(=O)n1C2 | -10%[44.1 µM]
O=C(NC[C@H]1O[C@@H]2C[C@@H](CC(=O)N3CCOCC3)O[C@@H]2[C@@H]1O)NC1CCCCC1 | ?
CC(C)CCC(=O)NC1CCN(c2cn[nH]c(=O)c2)CC1 | 1%
COc1cccc(-n2ccnc2SCC(=O)Nc2nc3ccc(C)cc3s2)c1 | -15%
CCCCCCNc1ncnc2c1sc1nc(N3CCOCC3)c3c(c12)CCCC3 | 8.9µM*
CCCNC(=O)C(NC(=O)c1ccc(C)cc1)C1CCN(C(=O)c2ccc(F)cc2)CC1 (stereo not drawn) | i
C[C@H](O)c1onc(-c2ccccc2)c1C(=O)N1CCOCC1 | 0%[44.1 µM]
COc1ccc(NC(=O)c2c(NC(=O)C(F)(F)F)sc3c2CCCCC3)cc1 | 3.2µM*
O=C(NCC12CCCN1CCC2)c1ccc(C2CCNC2)cc1 (stereo not drawn) | -7%
CCC(c1cccs1)N1C(=O)[C@H]2CN(S(=O)(=O)c3cn(C)cn3)C[C@H]2C1=O (stereo partly drawn) | i
COc1ccc(C(=O)N[C@@H]2CN(Cc3ccncc3)C[C@H]2CN(C)C)c(OC)c1 | 7%
COc1ccc2c(c1)CCc1c(C(=O)Nc3c(C)nn(Cc4ccccc4C)c3C)noc1-2 | ?
Cc1noc(C)c1-c1cn(C)c(=O)n2cc(COc3ccc(Cl)cc3)nc12 | i
COc1cccc(-n2c(=O)c3sc4ccccc4c3n(CC(=O)Nc3ccccc3OC)c2=O)c1 | 26%
CCNC(=O)N1CCC2(CC1)CC(N(CC)CC)CCO2 (stereo not drawn) | 8%
CC(C)c1ccc(N2C(=O)CSC23C(=O)N(Cc2cccc(F)c2)c2ccccc23)cc1 (stereo not drawn) | -13%
CC(C)c1ccc(NC(=O)C2CCCN(S(=O)(=O)c3cccc4nsnc34)C2)cc1 (stereo not drawn) | i
CCCC(=O)N1CCc2cc(OC)c(OC)cc2C1COc1ccc(C(=O)OC)cc1 (stereo not drawn) | 10µM*
CN(Cc1ccc(F)cc1)S(=O)(=O)c1nnc(NC(=O)c2ccc(F)cc2)s1 | i
Cc1ccc(OCC(=O)Nc2nonc2-c2ccc(C)c(C)c2)cc1C | 68%[activator]
CCOC(=O)c1c(NC(=O)/C=C/c2ccc(Cl)cc2)sc2c1CCC(C)C2 (stereo not drawn) | i
COc1cc(C(=O)Nc2cc(C)c(O)c(-c3nc4cc(Cl)ccc4o3)c2)cc(OC)c1OC | 74%[activator]
O=C(CSc1ccc(-c2ccccn2)nn1)Nc1ccc(F)c(F)c1 | ?
CC(=O)N1Cc2ccccc2OC2(CCN(C(=O)CCc3c[nH]c4ccccc34)CC2)C1 | -27%
CC1=NOC2(CCN(Cc3ccncc3)CC2)C1 | 4%[44.1 µM]
O=C(NCC1(COc2cnccn2)C[C@@H](O)[C@@H](O)C1)N1CCOCC1 (stereo partly drawn) | 18%[44.1 µM]
COc1ccc(CN2C=C(C(=O)OCc3nc(C)no3)C(C)=NS2(=O)=O)cc1 | 1%
Cc1cccc(NC(=O)c2ccc(F)c(S(=O)(=O)N3CCN(c4ccc(F)cc4)CC3)c2)c1 | ?
CCN1CCN(c2c(S(=O)(=O)c3ccc(C)c(C)c3)cnc3ccc(F)cc23)CC1 | ?
CCOC(=O)c1c(S(=O)(=O)N2CCCC(C(=O)N3CCN(c4cccc(C)c4C)CC3)C2)c(C)n(C)c1C (stereo not drawn) | 1.1µM*
CCOc1ccccc1C(=O)Nc1ccc(S(=O)(=O)N(Cc2ccccc2)c2ccccc2)cc1 | 93%[activator]
O=C(Nc1nnc(S(=O)(=O)N2CCCC2)s1)c1ccccc1F | 40%[activator][5.79 µM]
COc1cc(C(=O)OCc2cc(=O)n3ccsc3n2)cc(OC)c1OC | 4%
COCCOC1CCOC2(CCN(C(=O)CCc3nc4ccccc4[nH]3)CC2)C1 (stereo not drawn) | 17%
Cc1ccc2c(c1)cc1c(=O)n(Cc3ccc(Cl)cc3)nc(C)n12 | 14%
Cn1nccc1C(=O)N1CCCN(Cc2ccncc2)C(c2ccccc2)CC(=O)NCC1 (stereo not drawn) | ?
COc1cccc(-c2nnc3n(Cc4ccc(C)cc4)c(=O)c4ccccc4n23)c1O | i
Cn1ccnc1CN1CCCC(NC(=O)c2ccc3c(c2)CCCO3)CC1 (stereo not drawn) | i
O=C(NC(C(=O)NCc1ccco1)C1CCN(C(=O)C2CC2)CC1)c1ccccc1 (stereo not drawn) | 10%
CCc1cccc(NC(=O)c2nc(-c3ccncc3)no2)c1 | 1%
Cn1ncc(N2CCC(CNC(=O)c3ccc(F)cc3Cl)C2)cc1=O (stereo not drawn) | 19%
CC(=O)c1ccc(NC(=O)Cn2c3ncccc3c(=O)n2-c2ccc(C)cc2)cc1 | -16%
O=C1CCN(C(=O)[C@@H]2CCCN2C(=O)Nc2ccc3c(c2)OCCO3)CCCCCCN1 | 7%
Cc1cc(C)cc(NC(=O)CSc2oc(-c3ccco3)nc2S(=O)(=O)c2ccc(Cl)cc2)c1 | 21%
Other records follow.
SMILES | Pf Dd2 growth
CCn1nccc1C(=O)N1CC(c2nc(CCOCC3CC3)no2)C1 | 0%
O=C1NCCCCCCN(C(=O)Nc2ccc3c(c2)OCCO3)[C@H]2CCCC[C@@H]12 | 2%
CN1C(=O)c2cccn2CC1C(=O)N1CC=C(c2ccccc2)CC1 (stereo not drawn) | -15%
Cc1cc(C)cc(NS(=O)(=O)c2ccc3[nH]cc(C(=O)N4CCCCC4)c(=O)c3c2)c1 | 2%
CN(C)C(=O)c1cccnc1OC1CCN(C(=O)c2ccc(F)c(F)c2)C1 (stereo not drawn) | 1%
Cc1ccc(CSc2nc3ccc(NC(=O)COc4ccccc4F)cc3s2)cc1 | ?
Cc1noc(-c2ccc3c(c2)OCO3)c1C(=O)NC(C)CCc1ccccc1 (stereo not drawn) | -16%
Cc1cc(C)c(Cn2c3ccccc3c3cnn(CC(=O)NCc4cccs4)c(=O)c32)c(C)c1 | -14%
CCCCCCN(CCC(=O)NCCc1ccccc1)C(=O)c1cc(C)oc1C | ?
Cc1cccc(NC(=O)c2cc3n(n2)CC(c2ccc4c(c2)OCO4)OC3)c1 (stereo not drawn) | i
COCc1nc(C2CC(Nc3ccnc4cc(Cl)ccc34)C2)cc(=O)[nH]1 (stereo not drawn) | 2.5µM*
c1cc(-c2nc(C3CCOC3)nn2C2CCCCC2)co1 (stereo not drawn) | -16%
Cn1c(=O)c2ccccc2n2c(CCC(=O)N3CCN(c4cccc(Cl)c4)CC3)nnc12 | 4%
Cc1cccc(NC(=O)Nc2ccc(Br)cc2)n1 | 52%[activator][5.79 µM]
Cc1ccc(-c2nn(CCC(=O)Nc3ccc(Cl)c(Cl)c3)c(=O)c3ccccc23)cc1 | i
O=C1CC(c2ccccc2)N(C(=O)C2CC2)CCCN(C(=O)Cc2cccnc2)CCN1 (stereo not drawn) | 9%

An excerpt of the results above, as a working copy:
SMILES | Pf Dd2 growth
Cc1ccc(-c2nn(CCC(=O)Nc3ccc(Cl)c(Cl)c3)c(=O)c3ccccc23)cc1 | i
O=C1CC(c2ccccc2)N(C(=O)C2CC2)CCCN(C(=O)Cc2cccnc2)CCN1 (stereo not drawn) | 9%

Arranged by number of heavy atoms (high to low): 3 of the compounds above.
SMILES | Pf Dd2 growth
COc1ccc(NC(=O)CCNS(=O)(=O)c2ccc3c(c2)CCCC(=O)N3)cc1Cl | 59%[activator]
COc1cc(OC)c(Nc2ncnc3onc(-c4cccc(Cl)c4)c23)cc1Cl | 19%
CC(C)CCC(=O)NC1CCN(c2cn[nH]c(=O)c2)CC1 | 1%
